# Screening results as filed in PubChem BioAssay.
# EWS-Fli inh: EWS/Fli-driven NR0B1 reporter inhibitors, primary screen, A673 cells, NR0B1 luciferase, luminescence, MLPCN library | viability-normalised | inhibition, % at 12.6 µM | 350,000 compounds, 0.67% hits | AID 651661, 2012;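 active = mean inhibition of at least 50% after viability correction, with every replicate also passing that limit; inconclusive = mean reaches 50% but only one of two replicates passes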;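 note: firefly luciferase signal divided by Alamar Blue viability fluorescence both relative to DMSO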
# ERp5 inh: inhibitors of ERp5-driven insulin aggregation, primary screen, biochemical, turbidity, absorbance 650 nm, single point; Protein disulfide-isomerase A6 (Homo sapiens), Q15084; 90 min; inhibition, % at 9.99 µM; 350,000 compounds, 0.05% hits;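 active = mean replicate inhibition above about 25%, with every replicate also reaching it, limit read from the data, passing the limit was not always enough; inconclusive = only one of those two criteria met; inactive = neither criterion met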
# Target sequence (Q15084 whole entry, looked up): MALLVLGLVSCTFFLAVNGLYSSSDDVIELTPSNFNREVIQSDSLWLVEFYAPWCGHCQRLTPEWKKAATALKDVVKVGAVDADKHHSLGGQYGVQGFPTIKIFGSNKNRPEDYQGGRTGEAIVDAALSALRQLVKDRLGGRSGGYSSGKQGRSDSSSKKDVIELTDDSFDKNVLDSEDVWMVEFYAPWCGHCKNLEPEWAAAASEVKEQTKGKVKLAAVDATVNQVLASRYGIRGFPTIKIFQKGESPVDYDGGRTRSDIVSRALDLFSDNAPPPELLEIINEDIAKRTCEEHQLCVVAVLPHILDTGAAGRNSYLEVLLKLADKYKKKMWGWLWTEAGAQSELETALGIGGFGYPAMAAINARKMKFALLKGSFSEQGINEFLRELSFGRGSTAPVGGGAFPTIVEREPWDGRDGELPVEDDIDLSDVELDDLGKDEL
# XiGFP reactiv: activators of inactive X chromosome reactivation, primary screen, imaging, XiGFP fibroblasts, GFP high-content imaging, set 2; AID 743238, 2013; XiGFP mouse fibroblasts, % GFP-positive cells imaging, 3 d; cells co-treated with 5-aza-dC sensitizer; scaled so ellipticine positive control = 100%; 360,000 compounds, 0.055% hits; activation, % at 7.58 µM;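 active = mean normalized replicate activation at least 10% and every replicate at or above 10%; inconclusive = only one of the two criteria met; inactive = mean below 10% and not all replicates reach 10%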;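 note: 0% = median of on-plate neutral control wells and 100% = ellipticine 6 µM median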
#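 material = 68-5-11 XiGFP fibroblast line | medium = DMEM plus 5-aza-dC sensitizer | schedule = 3 days compound exposure | benchmarks = positive control ellipticine, 6 µM final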
# DENV2 CPE: inhibitors of DENV2 cytopathic effect, primary screen, cell-based, plate reader, single concentration; 350,000 compounds, 1.7% hits; DENV2-infected cells, cytopathic effect rescue; CPE inhibition, % at 9.99 µM; in the data active = CPE inhibition above about 20%, passing the limit was not always enough; inconclusive = no clear call, values can overlap the other calls; tested in BHK-21 cells;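 note: 0% = median of neutral control wells and 100% = median of positive control wells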
# ARNT TACC3 PPI: disruptors of ARNT/TACC3 protein interaction, primary screen, biochemical, AlphaScreen, single concentration. AID 623870, 2012. 390,000 compounds, 0.66% hits. AlphaScreen His-ARNT PAS-B/GST-TACC3 binding, luminescence; TACC3 fragment carries E629A point mutation. inhibition, % at 9.99 µM. Transforming acidic coiled-coil-containing protein 3 (Homo sapiens), Q9Y6A5;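 active = mean inhibition of replicates at least 50% and at least half of replicates each reaching 50%; inconclusive = half or more replicates reach 50% but mean below 50%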;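 note: 0% = complete ARNT plus TACC3 wells and 100% = ARNT alone without TACC3; many hits fall short of the cut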
# PAX8 reporter: inhibitors of PAX8-driven TPO luciferase reporter, primary screen, RMG-I cells, single concentration; SteadyGlo, 24 h; inhibition, % at 12.6 µM; 360,000 compounds, 1.2% hits;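 active = mean replicate inhibition at least 60% with every replicate also reaching 60%; inconclusive = only one of the two criteria is met; inactive = mean below 60% and not all replicates reaching 60%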;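 note: luciferase light reporting Pax8 driven TPO promoter activity; plate controls were median of neutral control wells for no effect and mitoxantrone controls for full effect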
# GSIS activator: GLuc luminescence reporter in INS-1E cells, primary screen for activators of glucose-dependent secretion of insulin; INS-1E GLuc reporter insulin secretion, 2-3 h; activation, % at 16.6 µM; 370,000 compounds, 0.61% hits;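 active = lowest replicate activation of at least 40%, so every replicate reaches that level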;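 note: 0% = median of neutral control wells and 100% = median of IBMX positive control wells; some compounds called inactive have numbers as strong as hits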
# CFTR F508del cor: F508del CFTR correction, initial screen, CFBE line, single point | activity (quench increase), % at 7.58 µM | CFBE cells, YFP halide quenching; stimulated with forskolin plus potentiator P3; % fluorescence drop versus neutral controls | 350,000 compounds, 0.36% hits;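 active = mean added fluorescence quench of at least 8% versus neutral control, with both replicates also reaching 8%; inconclusive = only one of the mean or replicate conditions met; inactive = mean below 8% and not both replicates reaching 8%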;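 note: cells transiently co-express mutant CFTR-F508del with the halide-sensitive YFP; corrector assay measuring rescue of mutant channel to the surface after 24 h compound exposure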
# Active calls of the source: *; ? = inconclusive; . = not tested or not shown; & = joins results of further samples; ! = repeats disagree.
nr	canonical_smiles	EWS-Fli inh	ERp5 inh	XiGFP reactiv	DENV2 CPE	ARNT TACC3 PPI	PAX8 reporter	GSIS activator	CFTR F508del cor
1	COc1ccc(CN(C)C[C@@H]2Oc3ccc(NS(=O)(=O)c4ccc(Cl)cc4)cc3C(=O)N([C@H](C)CO)C[C@H]2C)cc1	5	9	-1.1	-2	.	10	-19	0.8
2	O=[N+]([O-])c1cnc2nc(-c3ccncc3)nn2c1O	10	-3	0.2	-1	2	0	14	-1.7
3	O=C(CN1CCCC1)Nc1cccc(Cl)c1Cl	-6	4	0.2	8	-8	25	9	-0.1
4	COc1cc(C(=O)OCc2csc(CC(=O)Nc3ccccc3C)n2)ccc1OCC(C)C	7	-1	0.0	-5	-7	.	-40	-0.8
5	Cc1cccc(CNCc2ccccc2)c1	-3	-4	0.1	-1	3	-13	9	.
6	COc1cccc(CNC(=O)C2CCCN(S(=O)(=O)N3CC(C)CC(C)C3)C2)c1 (configuration not stated)	5	4	0.1	8	0	27	17	1.2
7	OC(c1ccccc1)(c1ccccc1)C1CCN(CCCOc2cc(F)cc(F)c2)CC1	9	4	-0.1	4	.	-2	-42	1.8
8	O=C(/C=C/c1ccc(F)cc1)c1ccc(N2CCOCC2)cc1	-10	-1	0.4	7	-3	-14	-1	0.2
9	C[C@@H]1CN([C@H](C)CO)S(=O)(=O)c2ccc(C#Cc3cccc(F)c3)cc2O[C@@H]1CN(C)CC1CC1	4	-10	-0.1	-3	10	22	2	-0.9
10	CN1CCN(C(=O)/C(=C/c2ccccc2F)NC(=O)c2ccccc2)CC1	-1	-1	0.0	6	-5	5	8	6.5
11	O=c1[nH]c(CCC2CCCC2)nc2ccccc12	.	.	0.3	.	-11	-32	-4	.
12	CNC[C@H]1Oc2ccc(NS(=O)(=O)c3ccc(OC)cc3)cc2C(=O)N([C@H](C)CO)C[C@@H]1C	-4	-1	0.2	12	-6	-7	10	-0.3
13	Cc1noc(C)c1S(=O)(=O)Nc1ccc2c(c1)CC(=O)N([C@@H](C)CO)C[C@H](C)[C@H](CN(C)S(=O)(=O)c1ccc(F)cc1)O2	-5	-5	-0.5	3	1	-2	-5	-1.8
14	O=C(C[n+]1cc(-c2ccc(Cl)cc2)n2c1CCC2)Nc1nc(-c2ccccc2)cs1	-8	0	0.0	-5	5	-4	.	0.0
15	CCCNC(=O)N1C[C@@H](C)[C@@H](OC)CN(C)C(=O)c2cc(NC(=O)C3CCC3)ccc2OC[C@@H]1C	-13	.	0.2	.	.	.	9	0.5
16	CC(OC(=O)/C=C/c1ccc2ccccc2n1)C(=O)NCc1ccccc1 (configuration not stated)	15	-2	-0.1	3	1	-28	16	-7.1
17	CCOC(=O)C1CCCN(C2=C(NS(=O)(=O)c3ccc(Br)cc3)C(=O)c3ccccc3C2=O)C1 (configuration not stated)	3	2	-0.1	9	44	-2	10	2.1
18	NS(=O)(=O)c1ccc(N2CCCCCC2)c([N+](=O)[O-])c1	13	-9	0.2	12	.	2	-9	1.4
19	Cc1ccccc1C(=O)NNC(=O)c1cc(N)cc([N+](=O)[O-])c1	.	.	-0.1	.	4	6	1	.
20	Cc1ccc(C(=O)OCC(=O)Nc2cccc(S(=O)(=O)NC3=NCCCCC3)c2)c(C)c1	4	1	0.0	-2	-12	7	-12	0.1
21	CCNC(=O)C1(C)CCN(Cc2cccc(C(F)(F)F)c2)C1 (configuration not stated)	-9	3	0.2	5	.	13	4	-1.3
22	CCOc1ccc(CNCCCSc2ncccn2)cc1OC	5	-5	0.2	2	0	-43	-3	0.3
23	O=C1CCCC(O)=C1N=Nc1cccc(C(=O)O)c1	-57	6	0.1	-2	15	29	4	-1.8
24	CCOC(=O)N1CCN(S(=O)(=O)c2ccc(C(=O)Nc3nc4ccc(F)cc4s3)cc2)CC1	1	4	.	-3	2	.	-6	-0.8
25	COc1cc2c(cc1OC(C)=O)C(=O)CCCC2	6	-5	0.1	-8	.	-2	-3	-2.7
26	CCC1=Nc2cc(C(=O)NCCCN3CCOCC3)ccc2Sc2ccc(Br)cc21	15	3	0.0	-7	19	18	-7	0.1
27	CC(C)(O)C#Cc1ccc([C@H]2[C@@H](CO)N3CCCCN(C(=O)c4ccc(F)cc4)C[C@H]23)cc1	-7	0	0.1	19	-6	7	7	2.2
28	NC(=O)NCc1ccc(C(=O)OCc2ccncc2)cc1	10	-1	0.2	?	-11	6	4	0.0
29	Cc1ccc(NC(=O)COC(=O)C2C3CC4OC(=O)C2C4C3)cc1Cl (configuration not stated)	-5	6	0.2	?	3	4	-6	1.8
30	CC(C)(C)[C@@H]1C=C(C(=O)N2CCN(Cc3ccc4c(c3)OCO4)CC2)O[C@H](OCc2ccc(CO)cc2)C1	10&14	-2&3	0.0	34*!	-7&5	22&6	-33	2.9&-0.2
31	CCCNC(=O)N(C)C[C@H]1Oc2cc(C#CCN(C)C)ccc2S(=O)(=O)N([C@H](C)CO)C[C@@H]1C	4	2	-0.8	1	8	.	15	0.7
32	O=C(NCCc1ccccc1)C1CCCN1C(=O)Nc1cccc(Cl)c1 (configuration not stated)	5	-3	0.1	0	-4	-15	-24	-1.3
33	Cc1ccc(C(=O)CCC(=O)OCC(=O)Nc2ccccc2SCC#N)cc1	-7	3	0.1	-2	.	11	2	-2.9
34	CCC(=O)N(C)C[C@@H]1Oc2cc(-c3cccc(C#N)c3)ccc2S(=O)(=O)N([C@@H](C)CO)C[C@@H]1C	-5	-7	0.4	-4	-8	.	2	-0.5
35	COc1ccc(S(=O)(=O)N2C[C@@H](O)COC[C@H]3O[C@@H](CC(=O)NCCN4CCCCC4)CC[C@@H]32)cc1	.	.	0.1	2	-36	.	18	0.7
36	CC(C)Oc1ccc2c(=O)c(-c3ccccc3)coc2c1	-6	3	0.1	-4	-5	-209	.	-1.9
37	C[C@H](CO)N1C[C@H](C)[C@H](CN(C)Cc2cccnc2)Oc2ncc(/C=C/c3ccccc3)cc2C1=O	8	-5	-0.8	3	0	.	-23	2.9
38	CCN(Cc1ccccc1)C(=O)c1oc2ccc(C)cc2c1C	7	-1	0.2	-7	-7	-4	.	2.1
39	COc1cccc(CN2CCC(C(=O)N3CCC(C)CC3)CC2)c1	4	-3	-0.6	-2	-1	7	17	1.6
40	C[C@@H]1CN([C@@H](C)CO)C(=O)Cc2cc(NC(=O)NC3CCCCC3)ccc2O[C@@H]1CN(C)S(=O)(=O)c1ccc(Cl)cc1	20	-14	.	-8	-6	19	.	-4.8
41	COc1ccc(C(=O)Nc2ccnn2C2CCN(Cc3ccccn3)CC2)cc1	.	0	0.1	12	3	2	4	-0.3
42	CCC(c1nnnn1CCOC)N1CCN(c2nc3ccccc3s2)CC1 (configuration not stated)	-2	4	0.3	-3	-2	2	8	-1.5
43	CCCC(=O)OC[C@H]1CN([C@H](C)c2ccccc2)S(=O)(=O)c2c(F)cccc2O1	-10	-6	-0.2	-19	.	-9	.	-0.3
44	CO[C@H]1CN(C)C(=O)c2cc(NC(=O)C3CCOCC3)ccc2OC[C@H](C)N(Cc2nccs2)C[C@H]1C	1&-8	8&4	0.0&0.2	-1&-8	-10	12&-23	-1&5	2.8&3.5
45	O=C(N/N=C\c1c(F)c(F)c(F)c(F)c1F)c1ccc(-c2ccccc2)cc1	-1	5	0.2	-8	-1	.	4	-4.0
46	COC(=O)[C@]12CCCCC=C1N(Cc1ccccc1)C(=O)[C@H](CC(=O)NCc1ccc(C)o1)C2	2	2	-0.1	-9	.	4	-8	0.5
47	Cn1nc(C(=O)Nc2cccc(S(=O)(=O)N3CCCCC3)c2)c2ccccc2c1=O	26	-27	0.0	0	-5	-24	-32	-1.2
48	Cc1occc1C(=O)NNC(=O)c1ccccc1F	-22	5	0.1	0	2	29	-13	1.9
49	CC(C)CC#Cc1cnc2c(c1)C(=O)N([C@@H](C)CO)C[C@H](C)[C@H](CN(C)Cc1ccc(C(=O)O)cc1)O2	-2	-1	-0.4	78*	-8	.	16	-2.2
50	Cc1ccc(S(=O)(=O)N2CCN(C(=O)COC(=O)/C=C/c3ccccc3F)CC2)c(C)c1	6	-2	0.0	?	-3	7	-12	1.1
51	O=C(C[C@@H]1CC[C@@H](NC(=O)Nc2ccc(F)cc2)[C@@H](CO)O1)NCc1ccccn1	1	-1	-0.5	-10	6	-15	-8	3.4
52	COc1ccc(CN(C)C[C@@H]2Oc3ccc(NC(=O)CCCCCC(=O)Nc4ccccc4N)cc3CC(=O)N([C@H](C)CO)C[C@H]2C)cc1	5	2	0.2	.	.	13	0	1.9
53	O=C(Nc1ccccc1O)c1cccc(S(=O)(=O)Nc2ccccc2O)c1	10	4	0.2	-3	8	1	.	-1.5
54	COC(=O)C[C@@H]1CC[C@@H]2[C@@H](COc3ccc(NC(=O)c4ccc(F)c(F)c4)cc3C(=O)N2C)O1	-3	4	0.4	11	-5	-4	8	2.9
55	CCN(CC)c1ccc(/C=N/NC(=O)c2cccc(S(=O)(=O)Nc3ccccc3OC)c2)cc1	-17	-4	0.3	3	-5	-21	7	3.6
56	CCOC(=O)N1CCN(C2=C(NS(=O)(=O)c3ccc(NC(C)=O)cc3)C(=O)c3ccccc3C2=O)CC1	3	13	0.0	?	31*	1	-7	0.4
57	C[C@H](CO)N1C[C@H](C)[C@H](CN(C)CC2CC2)OCc2cn(nn2)CCCC1=O	3	-3	-0.1	14	-7	-7	7	-1.2
58	O=C1C(Cc2ccccc2)NC(=S)N1Cc1ccccc1 (configuration not stated)	9	4	0.0	0	-11	9	0	.
59	CC(C)c1nc2cc(Cl)ccc2n(Cc2ccccc2)c1=O	10	3	0.0	1	-15	-29	34	2.0
60	CC(=O)c1c(C)[nH]c(C(=O)OCC(=O)Nc2ccccc2Cl)c1C	3	6	0.0	-5	-6	15	1	1.6

# Next part.
nr	canonical_smiles	EWS-Fli inh	ERp5 inh	XiGFP reactiv	DENV2 CPE	ARNT TACC3 PPI	PAX8 reporter	GSIS activator	CFTR F508del cor
61	COc1ccc(NC(=O)O/N=C/c2c(C)nn(C(C)(C)C)c2C)cc1	-52	0	0.0	0	3	-128	.	1.8
62	CCCCCCN(C(=O)CCCCCN1C(=O)NC(c2ccc(-c3ccccc3)cc2)C(C(=O)OCc2ccccc2)=C1C)C(C(=O)NCCCC)C1CCCCC1 (configuration not stated)	0	2	0.4	0	.	-6	13	1.6
63	C[C@H]1CN([C@@H](C)CO)C(=O)Cc2cc(NS(=O)(=O)c3cn(C)cn3)ccc2O[C@@H]1CN(C)Cc1ccc(Cl)c(Cl)c1	-7	-6	0.3	2	-2	-15	-22	-1.7
64	Cc1ccc(S(=O)(=O)N2CCN(C(=O)COC(=O)C3CCC3)CC2)cc1	-7	3	0.0	-1	-3	3	7	0.2
65	Cc1[nH]c(C)c(S(=O)(=O)Nc2ccc(OC(F)(F)F)cc2)c1C(=O)N1CCCCC1	7	-8	0.0	0	5	13	-36	1.5
66	COc1ccc(NC(=O)Nc2ccc3c(c2)C(=O)N([C@H](C)CO)C[C@@H](C)[C@H](CN(C)Cc2ccc(C(F)(F)F)cc2)O3)cc1	2	7	-1.2	3	15	12	-9	2.6
